Screening results (PubChem BioAssay)
EBV LMP1 NFkB: Epstein-Barr LMP1 NF-kappaB reporter inhibition; LMP1-induced NF-kappaB luciferase reporter cells, luminescence; inhibition, % at 12.5 µM; hit rate 0.69% among 350,000; in the data active = inhibition above about 41%;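 also: 0% = neutral control wells and 100% = reference inhibitor control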
NR2E3 ag-1: activates human photoreceptor nuclear receptor NR2E3; Q9Y5X4; GST-NR2E3/biotin-RetCOR TR-FRET, 1536-well; inhibition of corepressor binding, % at 4.78 µM; hit rate 0.12% among 320,000; AID 2300;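 active = percent inhibition above the cutoff of mean plus 3 SD of all tested compounds, set per screening campaign, cut at about 20% in these data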;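 also: 0% = DMSO wells and 100% = biotin wells as full block of FRET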
Target sequence (Q9Y5X4 whole entry, looked up): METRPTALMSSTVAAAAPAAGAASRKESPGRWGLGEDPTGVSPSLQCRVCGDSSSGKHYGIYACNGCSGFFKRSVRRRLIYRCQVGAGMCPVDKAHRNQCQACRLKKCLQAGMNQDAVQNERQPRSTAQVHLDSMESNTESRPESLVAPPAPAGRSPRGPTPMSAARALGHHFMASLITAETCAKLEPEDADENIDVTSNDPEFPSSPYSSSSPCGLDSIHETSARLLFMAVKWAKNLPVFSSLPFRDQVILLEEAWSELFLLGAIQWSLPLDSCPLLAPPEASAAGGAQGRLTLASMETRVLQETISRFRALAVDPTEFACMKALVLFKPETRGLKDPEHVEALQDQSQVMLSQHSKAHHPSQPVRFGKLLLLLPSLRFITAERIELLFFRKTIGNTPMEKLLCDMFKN
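Assay system: NR2E3–RetCOR corepressor complex. Quantity: 1.35 nM GST-NR2E3. Buffer or medium: pH 7.5 Tris-based buffer. Reagent: biotinylated RetCOR corepressor at 7 nM final. Schedule: 5 h at 4 °C. Detection: TR-FRET, emission read at 617 and 671 nm. Replicates: one well per compound, singlicate testing.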
HIF-2a inh: blocks HIF-2a reporter activity; 786-0 RCC cells HIF-2a reporter, luciferase luminescence, overnight; inhibition, % at 18.8 µM; hit rate 0.72% among 360,000; AID 624352;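 active = inhibition of the luminescence signal of 40% or more relative to plate controls, in a single-dose primary screen at 18.75 µM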
iPSC survival up: increases survival of single human iPS cells; AID 602274; hit rate 0.044% among 360,000; survival enhancement, % at 20 µM; hiPSC single-cell survival, ATPlite luminescence; 100% = ROCK inhibitor wells, 0% = DMSO; in the data active = survival enhancement above about 18%;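 also: cells exposed to compounds for 16 hours before the ATP read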
Shn3 inh set2: inhibitors of Schnurri-3 3'UTR reporter in osteoblasts; Clone20 osteoblast Shn3 3'UTR firefly luciferase, 24 h; inhibition, % at 12.5 µM; hit rate 0.52% among 360,000;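 active = mean inhibition of at least 75% with every replicate also reaching 75%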;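 also: 0% = median of neutral control wells and 100% = pilot-screen positive control compound; some compounds past the cut are filed as inactive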
TRAIL sens C8: caspase-8 TRAIL sensitization; inhibition (viability loss, TRAIL sensitization), % at 10 µM; NB7+C8 cells + TRAIL, ATPlite viability luminescence; hit rate 1% among 360,000;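 active = compounds causing at least 50% loss of cell viability in the single-dose screen, relative to plate controls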
NR2E3 ag-2: agonists of human NR2E3 nuclear receptor; Q9Y5X4; CHO-S Gal4-NCOR/VP16-NR2E3 two-hybrid, luciferase; inhibition of corepressor binding, % at 3.98 µM; hit rate 0.35% among 360,000; AID 602229;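 active = inhibition above the mean of all tested compounds plus 3 SD, cut at about 70% in these data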;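 also: 0% = DMSO with NR2E3 transfected cells and 100% = cells lacking NR2E3 construct; higher means lower luciferase signal from less NR2E3 corepressor binding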
CF NFkB block: blocks PAF-induced NF-kB reporter in cystic fibrosis cells. inhibition, % at 5 µM. hit rate 0.86% among 360,000. KKLEB NF-kB-GFP reporter, GFP fluorescence overnight. AID 588850;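 active = at least 50% inhibition at 5 µM, scaled per plate between neutral and stimulator controls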;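 also: PAF is a Pseudomonas aeruginosa culture filtrate used as stimulus; plate controls were PAF-stimulated DMSO wells for no effect and unstimulated DMSO wells for full effect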
TRPM1 prom inh: reduces MITF-dependent TRPM1 promoter luciferase signal; inhibition, % at 12.5 µM; hit rate 0.83% among 330,000; AID 488899; SK-MEL-5 TRPM1 promoter luciferase, 24 h;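 active = mean inhibition across replicates of 60% or more, whatever share of single replicates reaches that level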; also: values of inactives mirror those of a sister screen read the other way
Peg3 promoter: reduces Peg3 promoter-driven luciferase expression in HeLa | HeLa PEG-Prom luciferase reporter, luminescence, overnight | inhibition, % at 20 µM | hit rate 1.7% among 360,000;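 active = inhibition of at least 50% at 20 µM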
KKLEB tox: CF airway cell cytotoxicity counter-screen; KKLEB CF airway cells viability, ATPlite luminescence, overnight; active compounds read low; cells stimulated with P. aeruginosa culture filtrate; activity change (cytotoxicity), % at 5 µM; hit rate 0.36% among 360,000;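 active = corrected activity change at or below -50% at 5 µM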
An asterisk follows results filed as active; x = not tested or not shown. Some of the compounds tested (hit frequency here may not be typical).

SMILES | EBV LMP1 NFkB | NR2E3 ag-1 | HIF-2a inh | iPSC survival up | Shn3 inh set2 | TRAIL sens C8 | NR2E3 ag-2 | CF NFkB block | TRPM1 prom inh | Peg3 promoter | KKLEB tox
CCOCCCNC(=O)c1cn(CC(C)C)c(=O)c2c1c1ccccc1n2C | 0 | -1 | 10 | 0.3 | 17 | -5 | -1 | -13 | 14 | 15 | 2
CC(=O)Nc1ccc(C)c(NC(=S)Nc2ccc(F)cc2)c1 | 0 | 3 | -5 | 0.0 | 18 | 14 | -20 | -20 | -4 | 8 | 9
Cc1ccc(CSc2nc3sc(C)c(C)c3c(=O)n2Cc2ccco2)cc1 | 13 | 0 | 13 | 1.2 | 44 | 1 | 13 | -9 | 5 | 0 | -2
O=C(Nc1ccc2c(c1)OCCO2)NC1CCCCC1 | 3 | -1 | -165 | -5.6 | -39 | 55* | -126 | 7 | -64 | -120 | -19
Cc1c(C)c2ccc(OC(C)C(=O)NC3CC(C)(C)NC(C)(C)C3)cc2oc1=O (configuration not stated) | -5 | 0 | 6 | -0.6 | -12 | -7 | -8 | 6 | 1 | -17 | -1
O=C(NCCS(=O)(=O)N1CCN(c2ccccc2F)CC1)c1ccco1 | 1 | -1 | 3 | -0.4 | 5 | -9 | 13 | -1 | 0 | -6 | 5
Cc1ccc2c(c1)CCCN2C(=O)c1c(C)noc1C | 4 | 1 | 2 | 1.8 | -9 | 5 | -1 | -28 | 3 | 4 | 4
Cc1ccc(S(=O)(=O)c2nc(-c3cccs3)oc2NCCCN(C)C)cc1 | 4 | 1 | 13 | 0.3 | -17 | -5 | -11 | 0 | 0 | 9 | 0
O=C(COC(=O)C1CCN(S(=O)(=O)c2cccc3cccnc23)CC1)c1ccc(F)cc1 | 6 | 1 | 22 | 4.7 | -7 | -10 | -14 | 4 | 3 | 0 | 8
COc1ccccc1C(OC(=O)c1cccs1)C(=O)NCC1CCCO1 (configuration not stated) | 0 | -1 | -4 | -1.0 | -20 | -6 | 2 | 8 | 12 | 1 | -5
Cc1ccc2nc(-c3ccc(SCC(=O)Nc4nnc(C)s4)nc3)[nH]c2c1 | -11 | -41 | -35 | -3.2 | -24 | 54* | 4 | -16 | -3 | 99* | 5
Cc1ccoc1C(=O)NCCNC(=O)c1occc1C | 0 | 0 | -16 | 0.5 | -13 | -5 | 15 | -4 | -8 | 5 | 19
Cc1ccc(S(=O)(=O)N2CCCCC2)cc1NC(=O)C1CCC1 | 5 | 0 | 3 | -0.1 | -11 | -3 | -15 | -8 | 3 | 7 | 1
COCCNC(=O)C(c1ccc(C)cc1)N(C(=O)CCC(=O)Nc1ccccn1)c1ccc(C)cc1 (configuration not stated) | 3 | -5 | 10 | 0.3 | 10 | -6 | -2 | -11 | 8 | -5 | -2
N#Cc1c(/N=C/c2ccco2)oc(-c2ccccc2)c1-c1ccccc1 | 6 | -1 | 20 | -1.5 | 2 | 16 | -13 | -4 | 16 | 16 | -8
CC1(C)CC(Cc2nc(=S)[nH][nH]2)C(=O)O1 (configuration not stated) | 13 | 5 | 14 | -0.5 | -12 | -1 | -19 | 11 | 13 | 14 | -1
O=C(O)C1C2C=CC(C2)C1C(=O)Nc1ccc(C(=O)N2CCCCC2)cc1 (configuration not stated) | 1 | -2 | 3 | 0.6 | 4 | -22 | 13 | 3 | -15 | 5 | -17
COc1ccc(N2CC(C(=O)Nc3nnc(C4CCCCC4)s3)CC2=O)cc1 (configuration not stated) | -7 | -1 | 18 | 0.6 | 10 | 0 | -12 | -4 | -2 | 12 | 2
c1ccc2c(c1)oc1c(NCCN3CCOCC3)ncnc12 | -21 | 3 | -6 | -0.6 | -12 | -12 | 0 | 9 | -4 | 5 | -5
Cc1ccc(Cl)c(NC(=O)COC(=O)c2nn(-c3ccccc3)cc2O)c1Cl | 37 | x | 9 | -3.1 | -6 | -11 | 5 | 0 | 5 | -9 | -5
COCCCNC(=O)C1CCN(C(=O)c2oc3cc4sc(N(C)C)nc4cc3c2C)CC1 | -10 | 3 | -210 | -0.3 | -38 | -16 | -34 | -20 | -95 | -148 | 1
O=C(COC(=O)c1c(F)cccc1Cl)NCC1CCCCC1 | -6 | x | -72 | 3.0 | 2 | 1 | 18 | -1 | -18 | -141 | -13
Cc1ccc2cc(CN(CCCN(C)C)C(=O)NCc3ccccc3)c(=O)[nH]c2c1C | 0 | -1 | 3 | -0.3 | 17 | 3 | 5 | 7 | 1 | 15 | -9
O=C(Cc1cccs1)N[C@@H]1c2ccccc2CC[C@H]1OCc1ccccc1 | 10 | x | 11 | 0.6 | 4 | -3 | -16 | 10 | -6 | 16 | -29

Ten consecutive compounds already listed, for reference:
SMILES | EBV LMP1 NFkB | NR2E3 ag-1 | HIF-2a inh | iPSC survival up | Shn3 inh set2 | TRAIL sens C8 | NR2E3 ag-2 | CF NFkB block | TRPM1 prom inh | Peg3 promoter | KKLEB tox
Cc1ccc(S(=O)(=O)N2CCCCC2)cc1NC(=O)C1CCC1 | 5 | 0 | 3 | -0.1 | -11 | -3 | -15 | -8 | 3 | 7 | 1
COCCNC(=O)C(c1ccc(C)cc1)N(C(=O)CCC(=O)Nc1ccccn1)c1ccc(C)cc1 (configuration not stated) | 3 | -5 | 10 | 0.3 | 10 | -6 | -2 | -11 | 8 | -5 | -2
N#Cc1c(/N=C/c2ccco2)oc(-c2ccccc2)c1-c1ccccc1 | 6 | -1 | 20 | -1.5 | 2 | 16 | -13 | -4 | 16 | 16 | -8
CC1(C)CC(Cc2nc(=S)[nH][nH]2)C(=O)O1 (configuration not stated) | 13 | 5 | 14 | -0.5 | -12 | -1 | -19 | 11 | 13 | 14 | -1
O=C(O)C1C2C=CC(C2)C1C(=O)Nc1ccc(C(=O)N2CCCCC2)cc1 (configuration not stated) | 1 | -2 | 3 | 0.6 | 4 | -22 | 13 | 3 | -15 | 5 | -17
COc1ccc(N2CC(C(=O)Nc3nnc(C4CCCCC4)s3)CC2=O)cc1 (configuration not stated) | -7 | -1 | 18 | 0.6 | 10 | 0 | -12 | -4 | -2 | 12 | 2
c1ccc2c(c1)oc1c(NCCN3CCOCC3)ncnc12 | -21 | 3 | -6 | -0.6 | -12 | -12 | 0 | 9 | -4 | 5 | -5
Cc1ccc(Cl)c(NC(=O)COC(=O)c2nn(-c3ccccc3)cc2O)c1Cl | 37 | x | 9 | -3.1 | -6 | -11 | 5 | 0 | 5 | -9 | -5
COCCCNC(=O)C1CCN(C(=O)c2oc3cc4sc(N(C)C)nc4cc3c2C)CC1 | -10 | 3 | -210 | -0.3 | -38 | -16 | -34 | -20 | -95 | -148 | 1
O=C(COC(=O)c1c(F)cccc1Cl)NCC1CCCCC1 | -6 | x | -72 | 3.0 | 2 | 1 | 18 | -1 | -18 | -141 | -13

Going on with the list:
SMILES | EBV LMP1 NFkB | NR2E3 ag-1 | HIF-2a inh | iPSC survival up | Shn3 inh set2 | TRAIL sens C8 | NR2E3 ag-2 | CF NFkB block | TRPM1 prom inh | Peg3 promoter | KKLEB tox
O[C@@H]1CN(CC2CCCCC2)[C@@H](c2ccccc2)C[C@H]1n1cc(-c2ccc(F)cc2)nn1 | -4 | x | -4 | -0.6 | 26 | 27 | -65 | 14 | x | 42 | -17
CC(=O)c1ccc(NC(=O)N2CCc3ccccc3C2)cc1 | -46 | 5 | -218 | -0.3 | -20 | -20 | -28 | -10 | -75 | -199 | 8
Cc1[nH]c(C)c(S(=O)(=O)N2CCN(c3ccccc3F)CC2)c1C(=O)N1CCCCC1 | 1 | 0 | 6 | 1.2 | -14 | 22 | 20 | 0 | 5 | -3 | 17
COc1cc2ccccc2cc1C(=O)OCC(=O)c1c(N)n(C)c(=O)n(C)c1=O | 2 | -2 | 6 | 0.8 | 2 | -11 | -26 | 2 | -18 | 7 | 5
O=c1cc(CN2CCN(S(=O)(=O)c3ccc4c(c3)OCCO4)CC2)c2ccc(O)cc2o1 | 3 | -2 | 7 | -2.9 | -2 | 21 | 10 | -5 | 7 | 25 | 17
Cc1ccccc1C(=O)NC(NCc1ccco1)C(Cl)(Cl)Cl (configuration not stated) | -5 | 1 | 18 | -2.4 | 4 | -1 | 14 | -12 | -11 | -4 | 11
O=C(/C=C/c1ccc(Cl)cc1)NC(=S)Nc1ccc(N2CCOCC2)c(Cl)c1 | -12 | -2 | -60 | -1.5 | 7 | 11 | -14 | 4 | 15 | -46 | -7
NS(=O)(=O)c1ccc(CCNC(=O)C2CCN(S(=O)(=O)c3ccccc3)CC2)cc1 | -14 | -2 | 11 | 2.2 | 7 | -9 | 9 | -3 | 1 | 5 | 3
CC(C)c1ccc(N(CC(=O)NN=C2CCN(C)CC2)S(=O)(=O)c2ccccc2)cc1 | -4 | -1 | 12 | -0.1 | -3 | -5 | 1 | 0 | -4 | -3 | 9
CN(/N=C/c1ccc(O)cc1O)c1nc(-c2ccccc2)cc(-c2ccccc2)n1 | 1 | 0 | -21 | 6.3 | 3 | -10 | -4 | -46 | 7 | 4 | 24
O=C(Nc1cnn(Cc2ccc(Cl)c(Cl)c2)c1)c1nc2ncccn2n1 | -10 | 1 | 5 | 6.3 | 12 | 1 | 19 | -8 | -16 | -6 | -5
CCCCn1c(SCC(=O)N2CCCCC2)nc2cc(S(N)(=O)=O)ccc21 | -6 | -2 | -21 | -1.6 | 6 | -2 | -14 | -4 | 14 | 7 | 1
CN(C)c1ccc(/C=C/C(=O)c2ccc(C(C)(C)C)cc2)cc1[N+](=O)[O-] | 5 | 2 | -35 | -1.3 | 12 | 5 | 2 | 21 | -3 | 19 | -21
CCCCn1c(=O)n(Cc2cccc(F)c2)c(=O)c2c1ncn2Cc1ccco1 | -2 | 1 | 31 | 2.5 | 5 | 5 | -31 | 26 | -3 | 30 | -13
CC1=C(C#N)C(NC(=O)c2cccc(Cl)c2)(C(F)(F)F)C(=O)N1 (configuration not stated) | 0 | 6 | 10 | 2.4 | 11 | -7 | -14 | -18 | -10 | 7 | 10
COc1cc2c(=O)n(CCC(=O)NCC3CCCO3)c(=O)n(CC(=O)Nc3ccc(F)cc3)c2cc1OC (configuration not stated) | -2 | 5 | 3 | 0.3 | -2 | -12 | -16 | 3 | 2 | 12 | -4
COc1ccc(CC2(CO)CCN(Cc3cccn3-c3ccccn3)CC2)cc1 | -13 | 0 | 9 | 0.9 | -11 | -13 | -24 | 8 | 1 | -2 | -6
C=C(C)COc1ccc(-c2[nH]ncc2Oc2ccccc2OC)c(O)c1 | -5 | -3 | -31 | -0.9 | 59 | -4 | -27 | -36 | 0 | 15 | 4
COc1ccc([N+](=O)[O-])c(C=CC(=O)c2ccccn2)c1 | -7 | x | 23 | -1.3 | -2 | 27 | -61 | 91* | x | 101* | -29
CN(C(=O)CC1C(=O)NCCN1Cc1ccc(F)cc1Cl)C1CCCCC1 (configuration not stated) | -4 | 1 | 5 | 0.2 | -71 | -3 | -9 | -7 | -3 | 6 | 11
